# CCR6 antag = blocks CCL20-driven beta-arrestin recruitment at human CCR6; AID 493098; CHO-K1 CCR6 PathHunter beta-arrestin, luminescence, CCL20-stimulated; inhibition, % at 20 µM; actives 0.49% (n = 340,000); P51684;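 active = compounds whose inhibition of the agonist-driven luminescence signal at 20 µM reaches about 50%, limit read from the data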;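 also: cells stimulated with CCL20 at 14 nM final; plate controls were DMSO with CCL20 for no effect and DMSO without agonist for full effect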
# Target sequence (P51684 whole entry, looked up): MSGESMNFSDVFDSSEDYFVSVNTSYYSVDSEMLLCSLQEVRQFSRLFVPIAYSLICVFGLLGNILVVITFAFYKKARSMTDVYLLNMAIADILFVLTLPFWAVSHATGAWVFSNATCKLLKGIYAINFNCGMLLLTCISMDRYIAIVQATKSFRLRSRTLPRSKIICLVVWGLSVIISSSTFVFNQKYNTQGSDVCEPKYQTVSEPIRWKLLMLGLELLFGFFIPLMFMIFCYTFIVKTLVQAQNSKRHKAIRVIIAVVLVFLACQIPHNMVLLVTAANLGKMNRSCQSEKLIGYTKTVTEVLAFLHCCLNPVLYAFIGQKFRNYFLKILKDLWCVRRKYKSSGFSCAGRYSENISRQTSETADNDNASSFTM
# 697 NFkB inh = inhibitors of the PMA/ionomycin-induced NF-kB reporter in 697 B cells; 697 B-cell NF-kB luciferase reporter, 16 h; inhibition, % at 4 µM; actives 0.33% (n = 330,000); in the data active = inhibition above about 35%
# Gli-Sufu antag = antagonists of Gli-Sufu signaling; actives 0.74% (n = 340,000); AID 588413; inhibition, % at 5 µM; Sufu-KO-LIGHT fibroblasts, Gli luciferase reporter luminescence;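 active = inhibition above about 55%, limit read from the data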;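 also: 0% = DMSO-treated cells and 100% = wells with medium but no cells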
# APJ antag = APJ receptor antagonism. P35414. CHO-K1 APJ beta-arrestin complementation, luminescence. inhibition, % at 20 µM. actives 0.32% (n = 330,000). AID 2521;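 active = inhibition above about 40% at 20 µM, limit read from the data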;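 also: cells challenged with 10 nM apelin-13 agonist together with compound; plate controls were apelin-13 plus DMSO wells for no effect and DMSO wells lacking apelin-13 for full effect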
# UBC13 inh = human UBC13 polyubiquitination inhibition. AID 485273. UBC13 polyubiquitin chain formation, TR-FRET. actives 0.47% (n = 330,000). inhibition, % at 20 µM; in the data active = inhibition above about 45%, passing the limit was not always enough
# CXCR6 block = blocks human CXCR6 beta-arrestin recruitment. O00574. CHO-K1 PathHunter CXCR6 beta-arrestin, luminescence. inhibition, % at 20 µM. actives 0.36% (n = 360,000). AID 602244; in the data active = inhibition above about 34%, passing the limit was not always enough;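 also: antagonist mode with CXCL16 agonist at 10 nM final; 0% = 10 nM CXCL16 with DMSO and 100% = unstimulated wells without agonist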
# Target sequence (O00574 whole entry, looked up): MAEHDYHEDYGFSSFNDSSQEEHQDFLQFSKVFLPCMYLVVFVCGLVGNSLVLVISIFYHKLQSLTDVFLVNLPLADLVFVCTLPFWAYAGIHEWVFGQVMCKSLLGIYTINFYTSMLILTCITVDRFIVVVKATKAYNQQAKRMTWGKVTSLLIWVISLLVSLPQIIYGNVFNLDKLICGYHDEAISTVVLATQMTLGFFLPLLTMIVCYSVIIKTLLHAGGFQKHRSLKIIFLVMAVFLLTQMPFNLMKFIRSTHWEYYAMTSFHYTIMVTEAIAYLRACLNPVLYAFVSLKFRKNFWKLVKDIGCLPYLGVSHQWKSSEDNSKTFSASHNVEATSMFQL
# Jurkat NFkB inh = inhibitors of the PMA/ionomycin-induced NF-kB reporter in Jurkat cells; PMA/ionomycin-induced NF-kB luciferase reporter, luminescence; inhibition, % at 4 µM; actives 0.53% (n = 330,000); in the data active = inhibition above about 50%
# EBI2 block = antagonists of human EBI2 receptor; EBI2 beta-arrestin recruitment, luminescence, 7a,25-OHC stimulated; inhibition, % at 5 µM; actives 0.81% (n = 360,000); AID 651636; in the data active = inhibition above about 38%;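 also: enzyme fragment complementation signal reports receptor beta-arrestin coupling in cells; 0% = agonist plus DMSO wells and 100% = wells without agonist; some results beyond the cut were filed as inactive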
# Target sequence (P32249 whole entry, looked up, the tested form may be a part): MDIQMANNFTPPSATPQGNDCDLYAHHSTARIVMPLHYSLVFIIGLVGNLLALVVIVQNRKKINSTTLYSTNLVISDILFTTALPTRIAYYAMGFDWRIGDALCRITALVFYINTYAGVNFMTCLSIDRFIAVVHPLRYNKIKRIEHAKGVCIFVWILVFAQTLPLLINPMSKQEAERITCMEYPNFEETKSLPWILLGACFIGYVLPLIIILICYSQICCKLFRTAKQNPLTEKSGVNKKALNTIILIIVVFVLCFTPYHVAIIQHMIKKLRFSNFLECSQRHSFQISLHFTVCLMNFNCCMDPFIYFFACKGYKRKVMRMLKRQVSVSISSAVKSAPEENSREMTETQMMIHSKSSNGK
# The depositor's hits bear a star; / = no result given.
item	SMILES	CCR6 antag	697 NFkB inh	Gli-Sufu antag	APJ antag	UBC13 inh	CXCR6 block	Jurkat NFkB inh	EBI2 block
1	COc1ccc(-n2c(C)c(C(C)=O)c3cc(O)ccc32)cc1	14.5	26.0	-13.8	1.2	0.3	6.9	49.9	-10.6
2	CN(C)CCCNC(=O)c1cc(C(=O)c2ccccc2F)c[nH]1	2.1	1.0	-1.6	-1.6	1.4	0.3	-5.7	-12.4
3	COc1ccc(NC(=O)Nc2ccccc2F)c(C)c1	-12.5	-15.7	-13.8	-4.4	-8.2	-0.2	-33.1	-5.1
4	Cc1cc(C)n2nc(CC(=O)NNC(=O)COc3cccc(C)c3C)nc2n1	3.3	-2.2	3.3	-2.7	-4.3	2.2	-6.9	-6.3
5	Cc1ccc(S(=O)(=O)N(CC(=O)O)Cc2ccco2)cc1	10.1	8.7	-1.9	-13.6	18.5	-9.0	3.1	-0.2
6	O=C1C(O)=CC(=C(c2ccccc2)c2ccccc2)c2ccccc21	40.8	/	2.0	/	/	20.4	/	23.0
7	COC(=O)c1ccccc1NC(=O)CSc1nc2cccnc2n1C	1.4	2.5	1.5	-11.3	7.2	15.3	-6.1	7.6
8	Cc1[nH]c2ccccc2c1/C=N/n1cnnc1	-7.0	6.8	-8.2	0.0	2.6	-1.0	-18.9	5.7
9	COc1cccc(OC)c1OC(=O)c1ccccc1	1.2	/	18.2	/	/	3.9	/	4.1
10	CCCn1c(C)cs/c1=N\C(=S)Nc1ccccc1	-1.7	-19.7	9.0	-5.2	43.1	0.8	-0.1	3.0
11	O=C(NCCc1ccc(Cl)cc1)c1cnccn1	5.8	-10.0	4.2	-0.3	-4.0	-1.5	-4.8	-8.9
12	COc1ccccc1CCNC(=O)CSc1ccc(-c2cccs2)nn1	11.4	-1.6	-8.2	6.1	-16.4	-1.1	-5.9	10.8
13	CCN(CC)C(=O)C1=C(C)NC(=S)NC1c1cccs1 (stereo unspecified)	-16.3	-0.1	-0.3	0.7	5.8	2.4	-6.4	-8.7
14	CSc1nc2ncc(-c3ccsc3)c(N)n2n1	6.0	-1.7	-7.7	8.8	0.7	-5.0	6.2	-0.6
15	O=C(N/N=C/c1ccc(O)c(O)c1)c1cc(-c2ccccc2)nc2ccccc12	19.7	5.5	-5.6	-1.6	-9.2	5.8	1.8	7.1
16	COCc1cc(C)nc(OCC(=O)N/N=C/c2ccc(C)cc2)c1C#N	2.7	-12.6	0.3	-15.5	-6.8	-8.4	25.9	-1.7
17	COc1ccc(S(=O)(=O)NCCc2c(C)nn(C)c2Oc2ccccc2)cc1	7.1	2.9	15.0	3.7	6.6	-3.6	-4.9	14.7
18	CCn1c(SCC(=O)NC2CCS(=O)(=O)C2)nnc1-c1ccccc1 (stereo unspecified)	0.1	7.4	-4.7	25.9	-4.5	-3.8	6.3	-3.1
19	COc1ccnc(Oc2ccc(F)cc2)c1C(=O)N/C=N/OCc1ccccc1	-4.5	-24.5	2.6	11.1	-0.8	3.4	-5.6	10.8
20	O=C(Nc1ncccc1O)c1ccc2c(c1)OCCO2	-9.6	-290.3	-40.5	-1.2	-7.4	-10.3	-59.9	-10.4
21	Cc1nc2c(Cl)c(C)nn2c2c1CCC2	-11.1	5.9	-15.1	5.0	-7.8	-8.6	-11.1	-4.0
22	COc1ccc(-c2nn(-c3ccccc3)cc2C2CC(c3cccs3)=NN2C(=O)CCCC(=O)O)cc1 (stereo unspecified)	14.4	1.8	-0.7	10.0	0.1	1.6	4.9	2.8
23	CCOc1ccc(OCCSc2nc3ccccc3n2CC(=O)O)cc1	0.5	12.3	5.6	12.0	-1.5	-4.3	2.8	6.4
24	CC(=NNC(=S)N1CC2CCC(CC2)C1)c1cccc(C)n1	38.3	/	25.4	/	/	24.0	/	-8.5
25	CCOC(=O)c1[nH]c2ccccc2c1NC(=O)CN(C)C	8.8	8.8	1.3	-23.3	-15.1	-3.8	-12.3	0.0
26	COCC(=O)n1nc(-c2ccccc2)nc1NCc1ccccc1	7.3	-13.1	-35.7	13.7	-0.7	1.2	-8.7	3.1
27	Nn1c(SCC(=O)NCc2ccccc2)nnc1C1CC1	-14.1	-9.6	29.8	-6.7	-7.1	-8.4	-4.1	-0.4
28	O=C(Nc1ccc(N2CCN(C(=O)c3ccccc3)CC2)cc1)c1ccc2c(c1)OCCO2	3.0	-79.4	6.8	-6.2	-3.3	-10.1	-22.8	-7.3
29	Cc1ccc(C(=O)COC(=O)c2nc3nccc(C)n3n2)c(C)c1	6.2	16.4	-5.2	4.0	-9.6	12.1	-8.2	-0.3
30	O=C(c1ccc(Cl)cc1)c1c[nH]c(C(=O)NNc2cccc(Cl)n2)c1	17.6	2.2	14.0	-24.9	-3.2	-2.1	5.2	10.2

# Whole records from above. Order of screens: CCR6 antag, 697 NFkB inh, Gli-Sufu antag, APJ antag, UBC13 inh, CXCR6 block, Jurkat NFkB inh, EBI2 block
# COc1cccc(OC)c1OC(=O)c1ccccc1 is listed as 1.2, /, 18.2, /, /, 3.9, /, 4.1
# CCN(CC)C(=O)C1=C(C)NC(=S)NC1c1cccs1 (stereo unspecified) is listed as -16.3, -0.1, -0.3, 0.7, 5.8, 2.4, -6.4, -8.7

# Next section.
item	SMILES	CCR6 antag	697 NFkB inh	Gli-Sufu antag	APJ antag	UBC13 inh	CXCR6 block	Jurkat NFkB inh	EBI2 block
31	Cc1cc(C(=O)Nc2ccc(C#N)cc2)on1	-2.4	-0.6	3.3	5.2	4.5	-5.5	-45.1	13.2
32	O=C(Nc1cccc(C(=O)N2CCCC2)c1)c1ccccc1Cl	4.9	10.0	-13.1	1.8	-6.3	-4.7	4.9	-1.6
33	CN1CCC(N(C)S(=O)(=O)c2ccc(NC(=O)COc3ccc(Cl)cc3)cc2)CC1	25.0	7.8	17.1	-0.5	27.0	-2.0	-16.1	53.7*
34	COc1ccc(/C=C/C(=O)Nc2ccc3c(c2)CCC3)cc1OC	20.2	4.5	3.9	2.4	1.5	6.4	1.2	17.4
35	COCC(C)NC(=O)CSc1nnc(-c2cccc(S(=O)(=O)N3CCCCC3)c2)o1 (stereo unspecified)	11.5	8.6	-3.6	-4.0	-11.7	9.4	1.3	2.4
36	O=C(NC1CC1)c1ccc(Cl)c(S(=O)(=O)N2CCOCC2)c1	-11.1	4.9	19.2	15.1	3.3	-5.3	-0.8	-8.9
37	O=C(OCc1cc(=O)n2cc(Br)ccc2n1)C1COc2ccccc2O1 (stereo unspecified)	7.4	3.4	3.6	-17.5	-2.1	-9.7	2.6	-6.8
38	COc1ccc(Cl)cc1NC(=O)CSc1nc2sccc2c(=O)[nH]1	2.3	2.9	1.9	-4.1	13.3	-6.1	5.9	-17.1
39	Cc1ccc(-c2nnc(SCC(=O)NNC(=O)COc3ccccc3C)n2C)cc1	1.1	14.2	-3.7	5.7	0.1	0.3	-5.1	53.1*
40	CSc1nc(N)nc2c1ncn2CC(=O)NCCCN1CCCC1=O	12.7	-0.9	22.5	5.1	-11.7	4.9	-7.0	-4.0
41	Fc1cccc(CN2CCC(Cc3ccccc3)CC2)c1	14.6	-3.1	7.7	5.1	-7.4	-0.6	-0.2	6.6
42	COC(=O)Cc1[nH]c(Cl)nc1C(N)=O	8.7	3.7	13.7	13.6	10.8	/	-3.1	/
43	COc1ccc(NC(=O)COC(=O)Cn2nnc3ccccc32)cc1	3.2	8.4	-2.8	-1.0	0.6	-4.1	-3.4	-6.8
44	Cc1cc(NC(=O)CSc2nnc3c(C)cc4ccccc4n23)no1	-7.0	0.6	3.6	-6.5	-1.4	6.7	3.8	7.0
45	N/C(=N\OC(=O)CCC1CCCCC1)c1cccnc1	-3.8	5.7	-10.6	-3.7	-8.3	-2.4	-15.0	-1.4
46	Clc1cccc(CNc2nc(-c3cccnc3)nc3ccccc23)c1	8.9	-3.2	16.3	-1.0	14.9	-2.8	-16.3	26.9
47	CCN(CC)CC(=O)NCC1(c2ccccc2)CCOCC1	-5.7	29.8	-1.2	4.7	6.5	2.3	0.6	-6.9
48	Cc1cccc(C)c1OCc1cc(C(=O)N2CCN(c3ccccc3)CC2C)no1 (stereo unspecified)	22.2	2.9	3.2	2.2	-17.1	9.9	-6.6	-0.3
49	Cn1cc(/C=C/C(=O)N2CCCC(C(=O)c3ccc(C(C)(C)C)cc3)C2)cn1 (stereo unspecified)	17.6	-18.1	20.3	18.3	-6.1	-2.8	-7.3	3.3
50	C[n+]1ccccc1/C=C/c1ccc2ncccc2c1	4.1	-12.5	9.2	-5.3	-10.6	3.0	-6.0	-1.1
51	CN1CCN(C(=O)C2=C[C@@H](c3ccc(C(F)(F)F)cc3)C[C@@H](OCc3ccc(CO)cc3)O2)CC1	4.6	4.9	6.1	4.1	10.7	1.6	8.7	6.6
52	COCCCN1C(=O)c2ccc(C(=O)OCC(=O)NCc3ccccc3OC)cc2C1=O	3.9	4.3	9.9	17.8	-0.6	-5.8	9.8	-9.4
53	COCc1c(C(=O)N2CCN(Cc3ccc4c(c3)OCO4)CC2)oc2ccccc12	22.1	19.3	-11.9	8.3	-1.5	-0.2	12.1	-6.8
54	O=C(NNC(=O)C1CC=CCC1)c1ccccc1Cl (stereo unspecified)	6.0	-21.8	-11.7	-13.8	-2.1	-4.2	8.5	-8.3
55	CC1(C(=O)Nc2ccc3c(c2)OCO3)CC1(Cl)Cl (stereo unspecified)	-0.3	-20.2	-7.5	-42.9	-3.1	-0.2	-17.6	7.1
56	CC(C)CCNC(=O)C(=O)NCCC1=CCCCC1	6.7	-29.2	-7.8	-13.2	-3.9	-14.2	-23.3	-10.0
57	CCOc1ccc(NC(=O)CSc2nc(=O)n(Cc3ccccn3)c3c2CCC3)cc1	2.2	-16.5	0.6	-14.3	3.2	-0.4	10.6	-0.5
58	CN(CC(=O)Nc1ccc(F)cc1)C(=O)c1ccc(-c2ccc(Cl)cc2)o1	3.9	17.6	-0.6	-5.8	-5.7	-6.7	11.7	3.7
59	Cc1ccc(NC(=O)N2CCCC2c2cccs2)cc1 (stereo unspecified)	9.6	25.0	1.2	4.4	-2.7	-0.7	-1.6	5.3
60	Cn1c2c(c(O)c(-c3ccccc3)c1=O)C(=O)CC(C)(C)C2	-11.1	9.0	-2.1	-5.0	-0.4	-4.2	5.6	-7.3

# Printed as active in EBI2 block, of those listed so far:
No. | structure | CCR6 antag | 697 NFkB inh | APJ antag | UBC13 inh | CXCR6 block | Jurkat NFkB inh | EBI2 block
33 | CN1CCC(N(C)S(=O)(=O)c2ccc(NC(=O)COc3ccc(Cl)cc3)cc2)CC1 | 25.0 | 7.8 | -0.5 | 27.0 | -2.0 | -16.1 | 53.7*
39 | Cc1ccc(-c2nnc(SCC(=O)NNC(=O)COc3ccccc3C)n2C)cc1 | 1.1 | 14.2 | 5.7 | 0.1 | 0.3 | -5.1 | 53.1*

# (next part)
61. COc1ccc(-c2cn(CCO)c(CCN)n2)cc1
62. O=C1CNC(=S)N1CCc1ccccc1Cl
63. CCN1C(=O)/C(=c2\sc3nc(=O)c(Cc4ccccc4)nn3c2=O)c2ccccc21
64. Cc1cc(C(=O)Nc2nc3ccc(Cl)cc3s2)nn1C
65. CCOc1ccc(NC(=O)CN(C)C(=O)CN2C(=O)C3CC=CCC3C2=O)cc1OCC (stereo unspecified)
66. Cc1cc(Nc2ccccc2)n(CCO)n1
67. CCC(Oc1ccccc1)C(=O)Nc1ccc(S(=O)(=O)N2CCOCC2)cc1 (stereo unspecified)
Compound	61	62	63	64	65	66	67
CCR6 antag	2.2	14.6	2.9	0.7	0.5	-15.4	-8.1
697 NFkB inh	29.5	11.5	8.7	-165.8	1.4	9.9	-3.8
Gli-Sufu antag	-8.6	2.3	-2.4	-41.8	-2.0	4.6	0.5
APJ antag	-28.2	12.7	19.2	10.5	-7.7	-6.4	7.7
UBC13 inh	-2.1	0.8	-7.3	6.2	0.5	5.3	-4.7
CXCR6 block	9.9	18.3	4.0	3.6	0.2	6.2	-8.9
Jurkat NFkB inh	10.3	5.1	-7.2	-75.9	-0.2	-0.4	15.5
EBI2 block	3.2	-12.8	-2.9	2.7	-5.3	-2.8	-2.4

# Bioassay records as filed in PubChem BioAssay.
